Screening results: PubChem, National Center for Advancing Translational Sciences (NCATS)
Chronic BCR inh – chronic active BCR signaling inhibition; ABC-DLBCL IkBa-CBG/CBR reporter, luminescence ratio, 4 h; Potency, µM (top dose mostly 46.1 µM), for the others: at the highest dose ratio change, negative = lower green/red ratio, usual class: inhibitors; hit rate 0.05% among 340,000; AID 493014; active = well fitted inhibition curve with a large enough effect in the signal ratio, with a control signal flat, not every such curve was filed as active; inconclusive = small, poorly fitted or top-dose-only effect, or effect the other way, or a change in a side signal; the % refers to the signal ratio;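 note: potency is the fitted concentration of half-maximal effect; plate controls were basal doxycycline-induced cells for no effect and cells given 10 µM MG132 for full effect; MG132 reads +100%, hits lower the ratio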
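Doxycycline induced both beetle luciferases in TMD8 lymphoma cells; IKK-driven degradation limits the IkappaBalpha-fused green signal, while red luminescence normalises for cell number and nonspecific effects. Compounds tested up to 46 uM, 4 hrs.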
hERG WT inh – inhibitors of human wildtype KCNH2 potassium channel; activity change, % at 1.84 µM; hit rate 0.37% among 340,000; U2OS, BacMam KCNH2, thallium flux FluxOr; active compounds read low; AID 720551; Q12809;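 active = maximum activity change below -70%; inconclusive = maximum activity change between -70% and -50%; inactive = maximum activity change above -50%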; note: % is set by controls: 0 for no effect and ±100 for the full control effect
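U2OS cells transduced with wild-type KCNH2 virus are loaded with FluxOr dye for 45 min, and thallium flux is measured in kinetic reads before and after stimulation buffer. Rate constants are normalized to DMSO controls.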
FBPA coupling cs – inhibits coupling enzyme system, counter-screen for aldolase hits. coupling enzyme system counterscreen, AmpLite Red fluorescence. hit rate 0.67% among 290,000. AID 2472. activity change, negative = inhibition, % at 58.2 µM, hits read low; in the data active = activity change below about -30%; note: % is set by controls: 0 for no effect and ±100 for the full control effect
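Fluorescence at 525 nm excitation and 598 nm emission measured inhibition of the coupled detection system without aldolase. Compounds (at 57.5 uM final) were preincubated 10 min at room temperature with coupling enzyme reagent before a 20 min substrate/AmpLite Red step.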
TCR act – activates T cell receptor signaling; 330,000 tested, under 10 active; primary human leukocytes, anti-CD3, IL-2 HTRF, 48 h; Potency, µM (titrated, usually from 9.22 µM), for inactives: top-dose activation of IL-2 secretion, usual class: activators; note: % of control where 0% means no effect
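Primary human leukocytes were stimulated with a-CD3 beads plus compounds for 48 hr without co-stimulation; secreted IL-2 was quantified by HTRF using a-IL-2-K (europium cryptate) and a-IL-2-d2, excited at 320nm with acceptor emission read at 665nm.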
TSHR antag – antagonists of human thyroid stimulating hormone receptor; hit rate 0.2% among 330,000; P16473; TSHR-expressing cells, TSH-stimulated cAMP HTRF, 2 h; active compounds read low; AID 504810; activity change, negative = inhibition, % at 11.5 µM;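 active = activity change below a set negative limit, meaning inhibition stronger than a set level, cut at about -70% in these data; inconclusive = activity change between two set negative limits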; note: % is set by controls: 0 for no effect and ±100 for the full control effect
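Competitive HTRF cAMP read-out (cryptate anti-cAMP antibody, cAMP-d2; 30 min, room temperature) in freshly harvested TSHR cells. Compounds added before TSH at EC80 (4nM final), followed by 2 hours' incubation at 37 deg C.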
AT treatment – potential ataxia-telangiectasia treatments restoring KAP-1 phosphorylation; AID 485349; […] A-T fibroblasts, KAP-1 phosphorylation AlphaLISA; neocarzinostatin DNA damage 30 min before lysis; Potency, µM (top dose mostly 57.5 µM), for the others: at the highest dose activation, most hits filed as activators; hit rate 0.19% among 320,000; note: potency is the fitted concentration of half-maximal effect; % of control where 0% means no effect; nearly all actives have a fitted effect of over 45% in size
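hTERT-immortalized A-T patient fibroblasts ([…]), 500 cells/well in OPTI-MEM, 1% FBS, got compounds for 60 min, then NCS for 30 min at 37C. Lysates were then assayed for phospho-KAP-1 by AlphaLISA (anti-pKAP1 donor, anti-KAP1 acceptor beads), 6 hr at 25C.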
GALK inh – galactokinase (human) inhibition | Potency, µM (series often up to 57.5 µM), for the others: at the top dose activity change, negative = inhibition, usual class: inhibitors | P51570 | AID 1868 | hit rate 0.007% among 270,000 | Purified GALK, Kinase-Glo residual ATP luminescence; note: potency is the fitted concentration of half-maximal effect; % is set by controls: 0 for no effect and ±100 for the full control effect
Target sequence (P51570 whole entry, looked up): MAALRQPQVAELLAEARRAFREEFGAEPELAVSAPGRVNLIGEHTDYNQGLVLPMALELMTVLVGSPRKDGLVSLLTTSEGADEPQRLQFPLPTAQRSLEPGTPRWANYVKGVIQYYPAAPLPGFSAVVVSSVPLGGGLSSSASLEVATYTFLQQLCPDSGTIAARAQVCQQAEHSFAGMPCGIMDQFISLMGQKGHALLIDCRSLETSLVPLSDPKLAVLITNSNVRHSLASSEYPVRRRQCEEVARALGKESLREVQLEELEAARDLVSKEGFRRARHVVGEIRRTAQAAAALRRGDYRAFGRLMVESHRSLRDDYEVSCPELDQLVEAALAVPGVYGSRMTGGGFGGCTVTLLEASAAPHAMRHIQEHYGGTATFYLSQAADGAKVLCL
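The enzyme phosphorylates galactose (100 uM) using ATP (35 uM); inhibition is detected as higher residual ATP, quantified by bioluminescence after 1 h reaction at room temperature, pH 8.0.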
Giardia killer – Giardia lamblia killing. Giardia lamblia trophozoite viability. activity change, % at 7.66 µM, hits read low. hit rate 0.15% among 340,000; in the data active = activity change below about -80%; inconclusive = between about -30% and that limit;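 note: parasites exposed to compound for two days anaerobically before the ATP read; % is set by controls: 0 for no effect and ±100 for the full control effect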
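Media and compound were dispensed first, then trophozoites at 100 cells/well; plates sat 48 hrs at 37 deg C without oxygen before ATP luminescence reagent was added and read after 15-30 min at room temperature.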
MLL CXXC-DNA inh – blocks binding of human MLL CXXC domain to DNA; Potency, µM (titrated, usually from 115 µM), for the others: top-dose activity change, negative = inhibition, usual class: inhibitors; MLL-CXXC / FITC-HOXA9 DNA fluorescence polarization; hit rate 0.037% among 290,000; Q03164; active = well fitted inhibition curve with a large enough effect in the polarisation, with a control signal flat, not every such curve was filed as active; inconclusive = small, poorly fitted or top-dose-only effect, or effect the other way, or a change in a side signal; inactive = no such curve, though single readings can be large or run the other way; the % refers to the polarisation; note: potency is the fitted concentration of half-maximal effect
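Purified MLL-CXXC (added from a 7 uM solution) was preincubated 5 min at ambient with pinned compounds in 50 mM Tris-HCl pH 7.5, 50 mM NaCl, 1 mM DTT, 0.05% BSA. Fluorescein-labeled HOX-A9 DNA (50 nM solution) followed, 30 min, then polarization read.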
Tb PFK block – T. brucei PFK enzyme inhibition | AID 485367 | Potency, µM (highest dose often 57.5 µM), inactives show top-dose activity, negative = inhibition, actives largely listed as inhibitors | O15648 | hit rate 0.17% among 330,000 | T. brucei PFK, ADP-Glo luminescence;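 note: potency is the fitted concentration of half-maximal effect; 0% = uninhibited 1x PFK enzyme wells and -100% = no-enzyme wells; nearly all actives have a fitted effect of over 60% in size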
Target sequence (O15648 whole entry, looked up): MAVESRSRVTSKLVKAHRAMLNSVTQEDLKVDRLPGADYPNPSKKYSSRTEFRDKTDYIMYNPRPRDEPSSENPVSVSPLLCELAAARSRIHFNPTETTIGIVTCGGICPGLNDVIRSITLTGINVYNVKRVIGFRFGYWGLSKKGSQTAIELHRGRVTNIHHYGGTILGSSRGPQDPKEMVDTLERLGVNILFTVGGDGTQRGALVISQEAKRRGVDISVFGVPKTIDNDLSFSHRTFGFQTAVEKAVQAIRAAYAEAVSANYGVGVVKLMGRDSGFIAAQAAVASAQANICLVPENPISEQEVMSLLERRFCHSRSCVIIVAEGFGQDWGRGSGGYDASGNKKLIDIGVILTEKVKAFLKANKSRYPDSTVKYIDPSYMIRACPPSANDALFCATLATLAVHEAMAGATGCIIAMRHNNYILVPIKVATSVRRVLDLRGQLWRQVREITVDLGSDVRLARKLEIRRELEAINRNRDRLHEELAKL
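Compounds were pin-transferred as a titration series up to 57 uM into substrate buffer (0.5 mM F6P, 0.1 mM ATP, pH 8.0), then 1.25 nM PFK was added and reactions ran 45 min before ADP-Glo detection.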
Active calls of the source: *; ? = inconclusive; . = not tested or not shown; [ ] = another dose, or the depositor's remark. Unless noted, calls come from the whole dose curve; as a rule, active = well fitted curve in the direction sought with a large enough effect; inconclusive = small, poorly fitted or top-dose-only effect, or another doubt; inactive = no such curve, though single readings can be large; an effect the other way counts as inactive or inconclusive.

Results follow in this order: Chronic BCR inh, hERG WT inh, FBPA coupling cs, TCR act, TSHR antag, AT treatment, GALK inh, Giardia killer, MLL CXXC-DNA inh, Tb PFK block
> CCCCn1c(N)c(N(CC(C)C)C(=O)Cc2ccc3c(c2)OCCO3)c(=O)[nH]c1=O
→ -4.3%, 0.2, ., -0.3%, 1.2, -6.5%, ., -29.9, ., -4.1%
> Cn1c(=O)c(=O)n(C)c2cc(S(=O)(=O)CCC(=O)N3CCCCC3)ccc21
→ 3.3%, -7.9, 0.5, 5.1%, -0.9, 5.6%, ., -1.2, ., -0.9%
> O=C(CNC(=O)c1ccco1)OCc1ccccc1Cl
→ ?, -0.4, ., 3.9%, -5.4, 9.1%, ., ?, ., -8.8%
> COc1ccc(CCNC(=O)CN2C(=O)NC3(CCCCC3)C2=O)cc1
→ 0.0%, -7.5, ., 2.6%, -2.4, 9.2%, ., -6.1, ., -4.3%
> O=C(/C=C/c1cccs1)NC(=S)Nc1ccc(C(=O)O)cc1
→ ?, 19.6, 0.1, -5.1%, -15.4, -1.9%, -6.0%, 10.2, -13.2%, 3.7%
> O=C(Nc1ccc(N2CCN(C(=O)c3ccccc3)CC2)cc1)c1ccc2c(c1)OCO2
→ ?, 6.6, ., 6.4%, -19.2, 4.0%, -1.0%, 4.9, 14.9%, 1.3%
> COc1cccc(NC(=S)N(CCCN2CCCC(C)C2)Cc2cccs2)c1 (stereo not drawn)
→ -6.1%, 11.1, -0.1, ., -2.2, 1.8%, 14.1%, 5.4, 9.6%, 1.7%
> COc1ccc(Cl)cc1NC(=O)CNCC(c1ccccc1)N(C)C (stereo not drawn)
→ -3.5%, 35.9, -0.9, -2.1%, 37.4, 4.8%, 0.1%, 4.4, 10.5%, -1.5%
> N=c1sccn1CC(=O)Nc1ccccc1-c1ccccc1
→ -0.1%, 0.4, -0.2, 3.5%, 19.8, 3.5%, 2.4%, -7.2, 8.8%, 3.0%
> COc1ccc(CSC2=NCCN2)cc1Cl
→ -31.4%, -1.9, 0.3, ., 4.8, 11.2%, 6.0%, 10.4, 74.5%[activator], -0.2%
> CCN(CC)C(=S)SC1CCCCN(C(=O)c2ccc(F)cc2)C1=O (stereo not drawn)
→ 3.0%, -10.4, 0.4, -4.5%, 1.5, 1.5%, 0.3%, 6.0, 7.5%, 1.3%
> Cc1cc(C)nc(SCCCNCc2ccc(Br)cc2)n1
→ 1.5%, 36.6, 3.3, 1.7%, -5.6, 0.8%, 3.0%, -24.2, 0.7%, 0.3%
> O=C(C1CCCN(S(=O)(=O)c2cccnc2)C1)N1CCn2c1nc1ccccc12 (stereo not drawn)
→ 0.6%, -6.3, 2.9, -1.2%[46.1 µM], 15.2, 15.5%, -0.3%, -5.6, 8.1%, 7.8%
> Cc1nc2ccccc2n1CC(=O)OCC(=O)NC1CC1
→ 6.6%, -6.8, -3.0, -16.4%, -0.4, -0.4%, -7.7%, -1.0, 7.0%, 2.2%
> C=CCOc1ccccc1CNCCNC(=O)c1nonc1N
→ 0.3%, 1.4, 3.9, ., 29.8, -6.4%, -2.3%, 6.9, -11.3%, 3.8%
> COc1ccccc1-c1nc(SCC(=O)N2CCOCC2)n[nH]1
→ ?, -2.6, 0.6, 1.1%, -1.8, 0.9%, 7.7%, 4.9, 7.5%, -1.0%
> CN1CCN(S(=O)(=O)c2ccc(NC(=O)c3ccccc3Cl)cc2)CC1
→ 7.6%, 0.1, 1.8, -2.4%, -5.6, 1.6%, 3.6%, -17.7, -7.3%, -2.7%
> O=C(NN1C(=O)NC2(CCCCC2)C1=O)c1ccc(-c2ccc([N+](=O)[O-])cc2)o1
→ 11.8%, 0.9, ., -1.9%, -0.7, 5.7%, -3.3%, 26.9, -0.5%, 2.1%
> [O-][n+]1c2ccc3nonc3c2nn1-c1ccccc1Cl
→ -1.7%, 0.2, 3.8, 1.3%, 5.9, -14.9%, -1.5%, 0.4, 1.5%, ?
> Cc1ccc(-n2nnnc2SCC(=O)NCC2(N3CCOCC3)CCCCC2)cc1
→ 2.1%, 3.1, ., 0.5%, -2.7, 9.8%, ., 0.1, ., -0.7%
> O=C(CN1C(=O)S/C(=C\c2cccc(Cl)c2)C1=O)NC1C=CS(=O)(=O)C1 (stereo not drawn)
→ -23.4%, 0.9, 1.0, -6.2%, -4.5, 4.6%, -3.3%, -27.1, -10.7%, -1.4%
> Cn1cccc1C(=O)OCc1cc(Cl)cc2c1OCOC2
→ ?, -7.4, -0.4, ., -16.6, 26.7%, -0.7%, 8.1, 9.7%, 3.8%
> CCC(C)[C@H](NC(=O)NCc1ccc(Cl)cc1)C(=O)O (stereo partly drawn)
→ 4.0%, 7.3, 10.0, 10.4%, 0.0, -2.3%, 2.3%, -5.4, -6.9%, -5.1%
> Cn1c(SCC(=O)N2CCN(S(=O)(=O)c3ccc(Cl)cc3)CC2)nc2ccccc21
→ 4.7%, 3.6, 5.7, ., 15.3, 0.9%, -1.4%, -4.8, ?, -3.4%
> CN(c1ccccc1)S(=O)(=O)c1cccc(NC(=O)C2CCCO2)c1 (stereo not drawn)
→ 2.7%, 0.4, ., 2.1%[46.1 µM], -3.5, -8.2%, ., 20.9, ., 4.0%
> Cc1nc(C(C)NC(=O)CCc2nnc(CCCc3ccccc3)o2)c(C)s1 (stereo not drawn)
→ 7.9%, 3.9, -0.6, -1.9%, -10.1, 1.4%, -1.2%, -17.8, -0.7%, -1.7%
> COCCNC(=O)c1ccc2c(c1)ncn2-c1ccc(F)c(F)c1
→ ?, 2.2, 0.0, 2.6%, -0.7, 6.9%, -2.4%, -5.0, -0.5%, 0.7%
> COc1ccc(-c2cc(C(=O)N3CCN(C(=O)c4ccccc4F)CC3)[nH]n2)cc1
→ -2.8%, 3.5, 1.1, -4.5%, 3.7, -1.2%, 7.3%, 11.9, -2.1%, -10.5%
> O=C(/N=C1\NC(=O)C(F)(C(F)(F)F)S1)NC1CCCCC1 (stereo not drawn)
→ 2.3%, 5.7, 5.6, 1.2%, -6.0, 3.8%, -1.8%, 8.5, 0.3%, -1.6%
> Clc1ccc(SCc2nc3ccccc3[nH]2)cc1
→ ?, -6.1, -2.6, -0.5%, -19.7, 6.3%, ., 3.2, 11.7%, -19.7%
> COC(=O)C1CCN(C(=O)c2oc3c(Cl)cc(C)cc3c2C)CC1
→ ?, -6.5, -5.4, 4.9%, 7.6, 3.3%, -6.3%, 7.7, 6.1%, -1.0%
> Cc1ccc(NC(=O)Nc2cccc(Cl)c2)c(C(=O)O)c1
→ ?, ., -25.5, -2.7%, 7.9, 2.4%, 1.5%, 2.6, -2.5%, -6.1%
> Cc1nn(C)c(C)c1CN(C)C(=O)c1cc2nc(-c3ccco3)cc(C(F)(F)F)n2n1
→ -6.3%, 10.3, 0.7, -6.3%, 1.4, 3.8%, -6.0%, 0.2, 0.8%, -0.2%
> COc1cc(C(=O)N2CCN(C(=O)C3CCCO3)CC2)cc(OC)c1OC (stereo not drawn)
→ -3.5%, -4.0, ., 3.7%, 15.4, 14.5%, ., 22.3, ., -8.0%
> Cc1nnc(SCCOC(N)=O)n1C
→ 6.5%, -7.3, 2.1, 5.5%, -10.7, -2.3%, -0.5%, 13.0, -4.4%, 0.6%
> Cc1ccc(NS(=O)(=O)c2ccc(Br)s2)cc1S(=O)(=O)N1CCOCC1
→ 0.8%, -3.3, 8.7, 7.5%, -2.4, -4.9%, 0.1%, -6.3, -0.8%, -0.8%
> COc1cccc(CN2CCNC(=O)C2CC(=O)NCCn2nc(C)cc2C)c1OC (stereo not drawn)
→ -22.6%, -12.4, -20.0, 9.3%, -0.7, 43.0%, 7.4%, -7.7, 1.5%, 1.4%
> O=C(NC1CCCCC1)C(c1cccs1)N(C(=O)C(F)(F)F)c1ccccc1 (stereo not drawn)
→ -17.7%, 1.9, 2.5, 2.5%, -21.9, -4.4%, -0.4%, 5.8, 1.9%, -3.8%
> Cc1ccc(N(CC(=O)NCc2ccccc2)C(=O)c2csnn2)cc1
→ 0.9%, 3.8, -2.2, -71.4%, -5.2, -4.7%, -0.2%, 11.1, 4.9%, 1.3%
> CCC1=Nc2cc(C(=O)NCCN3CCOCC3)ccc2Sc2ccc(Br)cc21
→ 1.5%, -2.1, -9.7, -1.9%, 2.6, -4.2%, -10.7%, 5.5, 1.4%, 1.5%
> COc1ccc(C2=NOC(C(=O)N3CCCCCC3)C2)cc1OC (stereo not drawn)
→ 14.6%, -2.3, 0.1, -5.7%, 8.2, -1.8%, -1.9%, -4.0, -12.4%, 1.3%
